# GSK3A inh = human GSK-3 alpha kinase inhibition; P49840; ADP-Glo luminescence, 60 min; inhibition, % at 10 µM; hit rate 0.1% among 320,000; AID 2650;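 in the data active means inhibition above about 50%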;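 further: GST-tagged GSK-3 alpha with peptide substrate and 25 µM ATP; 0% = DMSO neutral wells and 100% = GW8510 positive control wells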
# Target sequence (P49840 whole entry, looked up): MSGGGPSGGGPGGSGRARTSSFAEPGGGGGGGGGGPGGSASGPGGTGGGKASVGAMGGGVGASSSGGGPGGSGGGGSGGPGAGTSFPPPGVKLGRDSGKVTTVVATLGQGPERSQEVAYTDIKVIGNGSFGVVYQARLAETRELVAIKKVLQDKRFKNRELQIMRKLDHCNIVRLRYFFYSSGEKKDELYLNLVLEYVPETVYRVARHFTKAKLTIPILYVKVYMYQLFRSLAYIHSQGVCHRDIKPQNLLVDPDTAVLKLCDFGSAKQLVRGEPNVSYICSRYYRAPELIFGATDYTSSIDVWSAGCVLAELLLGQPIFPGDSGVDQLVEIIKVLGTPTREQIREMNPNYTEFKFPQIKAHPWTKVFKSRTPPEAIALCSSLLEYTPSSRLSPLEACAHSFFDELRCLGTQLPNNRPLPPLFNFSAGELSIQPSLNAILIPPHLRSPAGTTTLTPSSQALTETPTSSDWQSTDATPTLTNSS
# The depositor's hits bear a star.
SMILES,GSK3A inh
COc1ccccc1-n1c(SCC(=O)NC2CC2)nc2ccccc2c1=O,0.6
CCn1c(SC)nc2cc(S(=O)(=O)N3CCCCC3)ccc21,-2.8
COc1ccc(Cl)cc1NC(=O)CN(C)C(=O)c1ccc2c(c1)CC(c1ccccc1)OC2=O (stereo not drawn),-0.2
CC(C)NC(=O)N(C)C[C@H]1Oc2ccc(NC(=O)C3CCCCC3)cc2C(=O)N([C@H](C)CO)C[C@@H]1C,0.2
CC(C)Oc1ccc(S(=O)(=O)N2CCCCC2)cc1NC(=O)CN1C(=O)NC(C)(C2CC2)C1=O (stereo not drawn),-0.5
O=C(Nc1ccc(N2CCCCC2)c(S(=O)(=O)Nc2ccccc2Cl)c1)c1cccnc1,0.4
COc1cc(-c2cc(C(=O)Nc3ccc(C)c(S(=O)(=O)N4CCOCC4)c3)c3ccccc3n2)cc(OC)c1OC,3.0
C#CCOCCOCCOCCNc1nc(N2CCN(C(=O)CCCCCCCCCCNC(=O)[C@@H](CCSC)n3cc(CCO)nn3)CC2)nc(N2CCN(C(=O)CCCCCCCCCCNC(=O)[C@H](CCSC)n3cc(CCO)nn3)CC2)n1,-2.6
O=C(c1ccc(Cl)c([N+](=O)[O-])c1)N1CCN(S(=O)(=O)c2ccc(Cl)cc2)CC1,2.1
CCN(CC(=O)Nc1cc(Cl)ccc1C)C(=O)c1nc2nc(C)cc(C)n2n1,1.3
O=C(COC(=O)Cc1n[nH]c(=O)c2ccccc12)Nc1ncc(Cl)cc1Cl,6.1
O=S(=O)(c1ccc(NCCOc2ccccc2)nc1)N1CCCC1,-3.7
CNC[C@H]1Oc2c(NC(=O)c3ccc(-c4nccs4)cc3)cccc2C(=O)N([C@@H](C)CO)C[C@@H]1C,-0.2
CC(C(=O)NC1(C#N)CCCCC1)N(C)CC(=O)Nc1ccc(Cl)c(Cl)c1 (stereo not drawn),3.8
Cc1ccc(C)c(S(=O)(=O)Nc2ccc(S(=O)(=O)Nc3ncccn3)cc2)c1,4.4
CC(=O)O[C@H]1C[C@@H]2CC[C@@H]3[C@H](CC[C@@]4(C)[C@H]3C[C@H]([N+]3(C)CCCCC3)[C@@H]4OC(C)=O)[C@@]2(C)C[C@@H]1[N+]1(C)CCCCC1,-5.5
CCOC(=O)C1CCCN(CC(=O)N(C)c2c(N)n(Cc3ccccc3)c(=O)[nH]c2=O)C1 (stereo not drawn),-1.0
Cc1ccc(CNC(=O)COC(=O)C2CC2)cc1,15.0
CCC[C@@H](CN1CCC[C@H]1CN1C(N)=NC[C@@H]1Cc1ccccc1)N1C[C@@H]([C@H](C)CC)N(CCCC2CCCC2)C1=N,25.0
COc1ccc(C(CNC(=O)c2cccc(S(=O)(=O)N(C)c3ccccc3)c2)N2CCCC2)cc1 (stereo not drawn),-1.4
CCCNC(=O)C(Cc1ccc(C(F)(F)F)cc1)NC(=O)c1ccc(C#N)cc1 (stereo not drawn),-2.6
CCOC(=O)c1[nH]c(C)c(C(=O)OCC(=O)N(Cc2ccccc2)C(C)C)c1C,-1.9
C=CCC[C@@H](Cc1ccc(F)cc1)C(=O)OC[C@@H](Cc1c[nH]c2ccccc12)NC(=O)[C@@H](CC=C)CC(=O)N[C@H](CO)Cc1ccccc1,-29.9
CC(C)NC(=O)Nc1ccc2c(c1)C(=O)N([C@@H](C)CO)C[C@@H](C)[C@@H](CN(C)S(=O)(=O)c1ccc(F)cc1)O2,-1.6
CC1=C(C(=O)OCc2ccccc2)C(c2cccc3ccccc23)NC(=O)N1CCCC(=O)O (stereo not drawn),-2.5

# Some of the entries so far, with values ahead of the structure:
GSK3A inh | SMILES
-3.7 | O=S(=O)(c1ccc(NCCOc2ccccc2)nc1)N1CCCC1
-1.9 | CCOC(=O)c1[nH]c(C)c(C(=O)OCC(=O)N(Cc2ccccc2)C(C)C)c1C
-0.5 | CC(C)Oc1ccc(S(=O)(=O)N2CCCCC2)cc1NC(=O)CN1C(=O)NC(C)(C2CC2)C1=O (stereo not drawn)
2.1 | O=C(c1ccc(Cl)c([N+](=O)[O-])c1)N1CCN(S(=O)(=O)c2ccc(Cl)cc2)CC1
4.4 | Cc1ccc(C)c(S(=O)(=O)Nc2ccc(S(=O)(=O)Nc3ncccn3)cc2)c1

# Back to the main list, starting three compounds before the break.
SMILES,GSK3A inh
C=CCC[C@@H](Cc1ccc(F)cc1)C(=O)OC[C@@H](Cc1c[nH]c2ccccc12)NC(=O)[C@@H](CC=C)CC(=O)N[C@H](CO)Cc1ccccc1,-29.9
CC(C)NC(=O)Nc1ccc2c(c1)C(=O)N([C@@H](C)CO)C[C@@H](C)[C@@H](CN(C)S(=O)(=O)c1ccc(F)cc1)O2,-1.6
CC1=C(C(=O)OCc2ccccc2)C(c2cccc3ccccc23)NC(=O)N1CCCC(=O)O (stereo not drawn),-2.5
COc1ccc([C@H]2CC(=O)C=C(c3cccc(CO)c3)C2)cc1OC,-3.2
Cc1noc(C)c1S(=O)(=O)N(C)C[C@H]1Oc2ccc(NC(=O)CCC(F)(F)F)cc2C(=O)N([C@H](C)CO)C[C@@H]1C,-0.1
C[C@@H]1CN([C@H](C)CO)C(=O)c2cc(NC(=O)Cc3ccccc3)ccc2O[C@H]1CN(C)Cc1ccc(Oc2ccccc2)cc1,-3.5
C[C@H]1CN([C@@H](C)CO)C(=O)c2cc(NS(=O)(=O)c3ccc(Cl)cc3)ccc2O[C@@H]1CN(C)CC1CCCCC1,-2.8
Cc1ccc(C(=O)N2CCN(c3ccc(C(F)(F)F)cn3)CC2)o1,-0.9
Cc1ccc(S(=O)(=O)N2[C@@H](c3ccc(Cl)c(Cl)c3)C(C(=O)O)=C[C@H]2C(C)(C)C)cc1,-5.6
COc1ccc(C(=O)Nc2ccc3nc(N4CCOCC4)sc3c2)cc1OC,-3.1
[O-]/[N+](=C\c1ccccc1)c1ccccc1,-0.6
Cc1c(Cl)cccc1NC(=O)COC(=O)Cc1ccsc1,-2.5
CC1(C)Cc2cccc(OCC(=O)NCc3ccc(F)cc3)c2O1,-1.5
Cc1ccc(S(=O)(=O)N(C)c2ccc(OCC(=O)Nc3ccc(C(=O)N(C)C)cc3)cc2)cc1C,11.4
Cc1cnc(C(=O)OCC(=O)Nc2ccc3c(c2)OCCO3)cn1,-1.4
Cc1ccc(N(C)S(=O)(=O)c2cccc(C(=O)NCCCN3CCCC3=O)c2)cc1,-0.6
C#CCOCCOCCOCCNc1nc(N2CCN(C(=O)C([C@@H](C)O)n3cc([C@@H](N)CCCCN)nn3)CC2)nc(N2CCN(C(=O)[C@H](CC(N)=O)n3cc([C@@H](N)C(C)C)nn3)CC2)n1 (stereo partly drawn),1.5
Cc1ccc(NC(=O)CN(C)C(=O)c2cccc(S(=O)(=O)N3CCc4ccccc43)c2)cc1,-2.1
CC(C)CC1NC(=O)N(CC(=O)Nc2cccc(Br)c2)C1=O (stereo not drawn),1.5
Cc1noc(C)c1COc1ccccc1C(=O)NNC(=O)c1ccccc1F,1.2
CC12CCC(=O)N1C(C(=O)NNC(=O)c1ccccc1Cl)CS2 (stereo not drawn),-2.3
Cc1ccc(S(=O)(=O)N(CCC(=O)NCc2ccccc2F)c2ccccc2)cc1,8.2
CCC(C)c1ccc(NC(=O)C2=CC=CN3CCS(=O)(=O)N=C23)cc1 (stereo not drawn),-6.3
O=C(COC(=O)C12CC3CC(CC(O)(C3)C1)C2)Nc1ccc(Cl)cc1F,-1.8
CN1CCC(N(C)S(=O)(=O)c2ccc(NC(=O)c3cccc(C#N)c3)cc2)CC1,3.2
Cc1oc(-c2ccccc2)nc1C(=O)OCC(=O)NCc1ccc(Cl)cc1,16.5
O=C(c1ccc(F)c(S(=O)(=O)N2CCOCC2)c1)N1CCN(c2ncccn2)CC1,-1.4
CCN(C(=O)COC(=O)c1ccc(SC)cc1OC)C1CCS(=O)(=O)C1 (stereo not drawn),-0.4

# Additional compounds
SMILES,GSK3A inh
CC(C(=O)Nc1ccc(N2CCOCC2)cc1)N1C(=O)NC(C)(C)C1=O (stereo not drawn),-2.0
O=S(=O)(c1ccccc1F)N1CCN(c2nc(-c3cccnc3)nc3ccccc23)CC1,-0.9
CC(Sc1nnc(C2CC2)n1C1CC1)C(=O)NC1(C#N)CCCCC1 (stereo not drawn),0.0
CN(CC(=O)Nc1ccc(Cl)c(C(F)(F)F)c1)C(=O)c1ccc2c(c1)NC(=O)CS2,-1.0
CC1CCCC(C)N1C(=O)COC(=O)c1cccs1 (stereo not drawn),1.2
COc1ccc(NS(=O)(=O)c2ccc(O)c([N+](=O)[O-])c2)cc1S(=O)(=O)N1CCCCC1,0.7
CC(=O)Nc1ccc(NC(=O)C(C)Oc2ccc(C)nc2[N+](=O)[O-])cc1 (stereo not drawn),-4.6
N#CC1(NC(=O)CN2C(=O)NC(Cc3c[nH]c4ccccc34)C2=O)CCCCC1 (stereo not drawn),-4.9
Cc1nc2ccc(NC(=O)c3oc4ccc(F)cc4c3C)cc2s1,-1.5
CCOc1ccccc1NC(=O)CN1c2cccc3cccc(c23)S1(=O)=O,-3.2
COc1ccc(C(=O)O)cc1S(=O)(=O)NC(C)C12CC3CC(CC(C3)C1)C2 (stereo not drawn),1.4
COc1ccc(NC(=O)COC(=O)c2cccc(S(=O)(=O)N3CCCCC3)c2)c(OC)c1,1.1
O=C(CN1C(=O)NC2(CCCCC2)C1=O)N1CCN(C(=O)c2cccs2)CC1,-1.1
C[C@@H]1CCCCCCCCC(=O)OCCN(C(=O)OC(C)(C)C)[C@H](C)CCCCCCCCC(=O)OCCN(C(=O)OC(C)(C)C)[C@H](C)CCCCCCCCC(=O)OCCN(C(=O)OC(C)(C)C)[C@H](C)CCCCCCCCC(=O)OCCN1C(=O)OC(C)(C)C,2.6
COc1ccc(CCNC(=O)c2cc(C3CC3)nc3c2cnn3C(C)C)cc1,1.8
O=C(c1ccc([N+](=O)[O-])o1)N(Cc1nnc(-c2ccccc2Cl)o1)C1CC1,-0.4
COc1cc(C#Cc2c(-c3ccccc3OC)oc3ccccc23)cc(OC)c1,-1.2
C=CCn1cnc2c(c1=O)c1nc3ccccc3nc1n2/N=C/c1cccc(OC)c1OC,-3.0
O=C(CN1CCN(S(=O)(=O)c2ccc(F)c(Cl)c2)CC1)N1CCc2ccccc21,-5.2
CN(C(=O)c1ccc(NC(=O)Cc2ccc(NC(=O)C3CCCN(C(=O)c4ccccc4)C3)cc2)cc1)C1CC1 (stereo not drawn),-4.5
COc1ccc(S(=O)(=O)N2CCOCC2)cc1NC(=O)CCCOc1ccc(Cl)cc1C,17.4
CCCCn1nc(C(=O)Nc2cccc(C(=O)NC3CC3)c2)c2ccccc2c1=O,-0.8
O=C(C[C@@H]1C/C=C\C[C@H](Cc2ccc(F)cc2)C(=O)OC[C@@H]2CCCN2C1=O)N[C@H](CO)Cc1ccccc1,2.6
CCCn1c(SCC(=O)N2CCc3ccccc3C2)nc(O)cc1=O,-0.7
N#Cc1ccc(C(=O)OCC(=O)N2CCN(C(=O)c3ccco3)CC2)cc1,1.4

# The last 2 records of the section above are carried over, then new ones follow.
SMILES,GSK3A inh
CCCn1c(SCC(=O)N2CCc3ccccc3C2)nc(O)cc1=O,-0.7
N#Cc1ccc(C(=O)OCC(=O)N2CCN(C(=O)c3ccco3)CC2)cc1,1.4
CC1CC(C)CN(C(=O)COC(=O)c2cncc(Br)c2)C1 (stereo not drawn),-2.3
O=C(CN1C(=O)NC2(CCOc3ccccc32)C1=O)NCc1ccccc1 (stereo not drawn),-1.3
O=C(COC(=O)COc1ccc(Cl)cc1Cl)NC1CCS(=O)(=O)C1 (stereo not drawn),-1.6
CCCCC1(COC(=O)CCC(=O)O)C(=O)N(c2ccccc2)N(c2ccccc2)C1=O,-1.6
CC1(C)O[C@@H]2[C@H](O1)[C@@H](CO)O[C@H]2n1cc(Br)c(=O)[nH]c1=O,-2.5
Cc1ccc(C(=O)O)cc1[N+](=O)[O-],0.5
Cc1nn(-c2ccccc2)c(C)c1NC(=O)COc1cc(F)ccc1[N+](=O)[O-],2.6
O=C1OC[C@@H]2CCCN2C(=O)[C@@H](CC(=O)N(CCO)Cc2ccccc2)C/C=C\CC[C@H]1Cc1ccc(F)cc1,-2.5
CCCCCC(N)=O,-4.3
COc1cc(-c2noc(C)c2C(=O)NCCCN2CCCC2=O)cc(OC)c1OC,-2.0
Oc1ccc(C2CNCc3sccc32)cc1O (stereo not drawn),-2.0
Cc1ccc(C(=O)NNC(=O)c2ccncc2)cc1[N+](=O)[O-],-5.8
CC(C(=O)N1CCCC1)N1CCN(S(=O)(=O)c2ccc(C(C)(C)C)cc2)CC1 (stereo not drawn),6.7
Cc1ccc(Cl)cc1NC(=O)COC(=O)CCN1C(=O)C2CC=CCC2C1=O (stereo not drawn),0.0
C[C@H](CO)N1C[C@H](C)[C@@H](CN(C)Cc2ccncc2)Oc2c(NC(=O)C3CCCCC3)cccc2C1=O,-0.3
Cc1ccc(NC(=O)COC(=O)Cn2ccc(=O)[nH]c2=O)cc1C,-7.1
CC(C)(C)OC(=O)C[C@@H]1C/C=C\C[C@@H](CC(=O)N[C@@H](CO)Cc2ccccc2)C(=O)NCCOC1=O,-2.1
C#CCOCCOCCOCCNc1nc(N2CCN(C(=O)Cn3cc(CCCCN)nn3)CC2)nc(N2CCN(C(=O)Cn3cc(CCCN=C(N)N)nn3)CC2)n1,-1.3
C[C@@H](NC(=O)c1nc[nH]c1C(=O)N(C)Cc1ccccc1)c1ccccc1,-0.8
C#CCOCCOCCOCCNc1nc(N2CCN(C(=O)[C@H]([C@@H](C)O)n3cc(CCCCN)nn3)CC2)nc(N2CCN(C(=O)[C@H](CCCCN)n3cc(CC(C)O)nn3)CC2)n1 (stereo partly drawn),-3.9
COc1cccc(NC(=O)CN(C)C(=O)c2ccc(-n3cncn3)c([N+](=O)[O-])c2)c1,6.2
Cc1cc(Br)c(NC(=O)C(C)Sc2nnnn2C)c(Br)c1 (stereo not drawn),-2.0
CN(C(=O)CSc1nc2sc3c(c2c(=O)n1C)CCC3)C1CCS(=O)(=O)C1 (stereo not drawn),0.5
Cc1cnc(NC(=O)c2cccc(S(=O)(=O)N3CCOCC3)c2)s1,2.3
Cc1cc(-n2c(C)cc(C(=O)CN3C(=O)C(=O)N(C)C3=O)c2C)no1,-3.2
COc1cc2sc(-c3ccc(S(C)(=O)=O)cc3)c(-c3ccc4c(c3)OCO4)c2cc1OC,-1.5
COc1ccccc1/C=C/C(=O)OCC(=O)N1CCCCC1,-0.1
O=C(COC(=O)c1cccc(Br)c1)NCC1CCCO1 (stereo not drawn),-2.0
Cn1cccc1C(=O)OCC(=O)NCc1cccs1,-3.6

# Screens: PubChem BioAssay, Broad Institute

# A portion of the library; the hit share may differ from the screen's.
